LMNA splice mod: qHTS Assay for Modulators of Lamin A Splicing. HeLa LMNA splicing GFP/RFP minigene ratio, 48 h. Potency, µM (top dose mostly 46.1 µM), for the others: at the highest dose ratio change, negative = inhibition, most hits filed as inhibitors. actives 0.01% (n = 200,000); active means well fitted inhibition curve with a large enough effect in the signal ratio, with a control signal flat, not every such curve was filed as active; inconclusive means small, poorly fitted or top-dose-only effect, or effect the other way, or a change in a side signal; the % refers to the signal ratio; further: potency means the concentration at half of the fitted maximal effect; on the % scale 0 is the no-effect control and ±100 the full control effect
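S3 HeLa cells stably expressing lamin A-EGFP splicing minigene plus DsRed2, 600 cells/well, 48 h compound exposure at 37C. Laser-scanning cytometry; analysed as GFP (500-530 nm)/RFP (575-640 nm) total intensity ratio; 0.5% DMSO vehicle.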
HTT ATP protect: qHTS Multiplex Assay to Identify Dual Action Probes in a Cell Model of Huntington: Cytoprotection (ATP) | PC12 HTT-Q103 induced, cytoprotection, ATP luminescence, 40 h | Potency, µM (series often up to 56.4 µM), for inactives: cytoprotection (ATP increase), usual class: activators | actives 0.14% (n = 230,000) | AID 1471, 2008;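 further: potency means the concentration at half of the fitted maximal effect; % of control where 0% means no effect; nearly all actives have a fitted effect of over 45% in size; toxic huntingtin expression switched on by the ecdysone agonist tebufenozide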
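Quantitative HTS on tebufenozide-induced (100 nM) PC12 cells expressing HTTQ103 exon 1–GFP; compounds tested as a concentration series; survival measured via cellular ATP.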
IMPase Li cell: qHTS Assay for Identifying the Cell-Membrane Permeable IMPase Inhibitors: Potentiation with Lithium; CHO-M1 cells, IP1 TR-FRET (IP-One), carbachol + lithium; Potency, µM (top dose mostly 59.4 µM), for the others: at the highest dose activity, negative = IMPase inhibition, most hits filed as inhibitors; actives 0.35% (n = 210,000); AID 1457, 2008;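 further: IP1 builds up when IMPase is blocked and the TR-FRET signal falls; potency means the concentration at half of the fitted maximal effect; plate controls were basal vehicle for no effect and high inhibitor control for full effect; nearly all actives have a fitted effect of over 50% in size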
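Concentration–response in CHO-M1 cells, lithium-potentiated; 30 min at 37C. IP1 detected by competitive TR-FRET after 10 min lysis at RT. Hill-fitted AC50.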
CBFb RUNX1 block: qHTS Assay for Compounds Blocking the Interaction Between CBF-beta and RUNX1 for the Treatment of Acute Myeloid Leukemia; AlphaScreen CBFb-His/RUNX1-biotin binding, biochemical; Potency, µM (highest dose often 59.8 µM), for the others: at the top dose activity, negative = inhibition, hits mostly inhibitors; 230,000 tested, under 10 active; further: % of control where 0% means no effect
Target sequence (Q01196 whole entry, looked up): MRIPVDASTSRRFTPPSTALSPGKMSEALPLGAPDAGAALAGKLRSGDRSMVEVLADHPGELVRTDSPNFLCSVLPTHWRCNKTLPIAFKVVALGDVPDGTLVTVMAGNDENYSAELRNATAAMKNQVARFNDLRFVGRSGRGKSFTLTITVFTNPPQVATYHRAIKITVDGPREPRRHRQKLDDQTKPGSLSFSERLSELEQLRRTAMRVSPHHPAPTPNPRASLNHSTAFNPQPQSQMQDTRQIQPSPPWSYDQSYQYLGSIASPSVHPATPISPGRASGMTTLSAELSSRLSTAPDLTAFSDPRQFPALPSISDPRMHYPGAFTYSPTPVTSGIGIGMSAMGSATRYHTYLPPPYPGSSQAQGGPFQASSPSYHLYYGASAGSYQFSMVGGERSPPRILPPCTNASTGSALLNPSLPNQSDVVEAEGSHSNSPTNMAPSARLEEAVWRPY
Target sequence (Q13951 whole entry, looked up): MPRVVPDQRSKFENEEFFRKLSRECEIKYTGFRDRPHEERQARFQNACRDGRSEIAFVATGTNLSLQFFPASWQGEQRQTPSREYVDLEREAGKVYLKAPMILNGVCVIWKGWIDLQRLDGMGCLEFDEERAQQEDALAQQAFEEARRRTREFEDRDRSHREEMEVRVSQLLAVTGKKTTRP
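His-tagged CBF-beta and biotinylated RUNX1 (30 nM each) were premixed 20 min at room temperature, exposed to compound for 15 min, then given nickel-chelate and streptavidin AlphaScreen beads (50 ng each). After 90 min, AlphaScreen signal was read.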
HTT aggregate: qHTS Multiplex Assay to Identify Dual Action Probes in a Cell Model of Huntington: Aggregate Formation (GFP) | PC12 HttQ103-GFP aggregates, Acumen cytometry, 40 h | Potency, µM (highest dose often 46.1 µM), for the others: at the top dose activity change, negative = inhibition, usual class: inhibitors | actives 1.1% (n = 220,000) | AID 1688, 2009; further: potency means the concentration at half of the fitted maximal effect; on the % scale 0 is the no-effect control and ±100 the full control effect; nearly all actives have a fitted effect of over 60% in size
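Quantitative HTS on tebufenozide-induced (100 nM) PC12 cells stably expressing polyQ103 Huntingtin exon 1–GFP. Reduction of bright GFP aggregates, detected by laser scanning cytometry after lysis, identified actives across the titration.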
Luc counter: Counterscreen for Luciferase (Kinase-Glo TM) Inhibition; Luciferin 4-monooxygenase (Photuris pensylvanica), Q27757; Kinase-Glo luciferase, ATP luminescence, 8 min; Potency, µM (top dose mostly 38.3 µM), for inactives: at the top dose activity change, negative = inhibition, hits mostly inhibitors; actives 0.28% (n = 200,000); AID 1379, 2008; further: potency means the concentration at half of the fitted maximal effect; on the % scale 0 is the no-effect control and ±100 the full control effect; nearly all actives have a fitted effect of over 60% in size
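Recombinant Kinase-Glo luciferase, 10 uM ATP (linear range), luciferin; imidazole pH 7.2 / KCl / MgCl2 / Tween / BSA buffer; 8 min RT; luminescence.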
SMN2 splice enh: qHTS Assay for Enhancers of SMN2 Splice Variant Expression; Potency, µM (titrated, usually from 46.1 µM), without a hit: at the top dose activity change, positive = activation, usual class: activators; HEK293 SMN2-luciferase splicing reporter, luminescence, 30-36 h; actives 2.8% (n = 210,000); further: potency means the concentration at half of the fitted maximal effect; % of control where 0% means no effect; nearly all actives have a fitted effect of over 55% in size
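HEK293 cells carry an SMN2 […]–luciferase reporter in which exon 7 inclusion puts luciferase in frame. Cells were plated 10-12 h before compound addition, then incubated 30-36 h at 37C. ONE-Glo luminescence was read; sodium butyrate at 4.5 mM final served as control.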
* hit, by the source's call; ? = inconclusive; . = not tested or not shown; & = joins results of further samples; [ ] = remark or other dose. Unless noted, the call rests on the fitted dose curve; in most records, active means well fitted curve in the direction sought with a large enough effect; inconclusive means small, poorly fitted or top-dose-only effect, or another doubt; inactive means no such curve, though single readings can be large; an effect the other way counts as inactive or inconclusive.

entry | structure | LMNA splice mod | HTT ATP protect | IMPase Li cell | CBFb RUNX1 block | HTT aggregate | Luc counter | SMN2 splice enh
1 | CC(Cc1cccnc1)NC(=O)c1ccccc1OC1CCN(S(C)(=O)=O)CC1 (configuration not stated) | . | 10%[10 µM] | 8% | -3% | 8%[9.22 µM] | -1% | .
2 | CC(=O)NC(C)c1ccc(Cl)c(Cl)c1 (configuration not stated) | -6% | -7% | 17%[38.3 µM] | 5% | -3% | 3% | -15%
3 | O=[N+]([O-])c1cc(/C=N/N2CCCCC2)ccc1Cl | . | -29% | 6% | -7% | -10% | -2% | ?
4 | COC(=O)c1ccccc1NC(=O)CC#N | 0% | 6% | 4%[38.3 µM] | 3% | -11% | -4% | 0%
5 | NNC(=O)c1ccc(OCC2CC(c3ccc(Cl)cc3)=NO2)cc1 (configuration not stated) | . | -19%[10 µM] | . | -2% | 12%[9.22 µM] | . | .
6 | CN(/N=C/c1ccncc1)C1=NS(=O)(=O)c2ccccc21 | 14% | -6% | -2%[38.3 µM] | -2% | -8% | -2% | ?
7 | COc1ccc(Cl)cc1NC(=O)CCN1CCN(c2ccccc2C)CC1 | 1% | -15% | . | 2% | 1% | . | .
8 | COc1ccc(NC(=O)CSc2nnc(-c3cccnc3)o2)cc1 | 1% | 0% | 10%[38.3 µM] | 4% | -4% | -4% | -6%
9 | CC1(c2ccccc2)CC(C)(C)N(C(=O)C2CCCO2)c2ccccc21 (configuration not stated) | ? | 12% | 23%[38.3 µM] | -1% | -11% | -4% | -29%
10 | O=C1CC(N2CCN(c3ccccc3F)CC2)C(=O)N1c1ccc2c(c1)OCCO2 (configuration not stated) | 4% | -7% | 5%[38.3 µM] | -3% | 15% | -1% | -4%
11 | O=C(Nc1nc(-c2ccc(F)cc2)cs1)C1CCCO1 (configuration not stated) | ? | 31%[10 µM] | -4% | 0% | -9% | -1% | 11%
12 | CC(CC(=O)Nc1ccccc1C(F)(F)F)c1ccccc1 (configuration not stated) | 21% | . | 1% | 0% | -8% | 1% | 0%
13 | Cc1cc(C)c2c(n1)sc1c(O)cc(=O)[nH]c12 | 16% | -22%[10 µM] | -6%[38.3 µM] | -7% | -7% | 1% | 4%
14 | CCCN1Cc2cccc(C(=O)NC(CC(=O)OCC)c3ccc(OCC)c(OC)c3)c2C1=O (configuration not stated) | . | -4% | 6% | 1% | 19% | . | .
15 | Cc1ccc(N2CCN(C(=O)N3CCOCC3)CC2)cc1C | 15%[46 µM] | 25%[10 µM] | -3% | 4% | 12%[9.22 µM] | 3% | .
16 | COC(=O)c1cc(NC(=O)C2CC=CCC2C(=O)O)cc(C(=O)OC)c1 (configuration not stated) | 1% | -15%[0.074 µM] | -1% | 4% | -3% | 4% | -14%
17 | O=C(Cc1ccccc1)Nc1ccc(N2CCOCC2)cc1N1CCOCC1 | -2% | -4%[10 µM] | 2% | -7% | -12% | 2% | -5%
18 | CCCCC/C=C\C/C=C\C/C=C\C/C=C\CCCC(=O)OC(CO)CO | . | -35%&10% | -7%&-5%&7% | -14%&8%&-2% | . | -1%[39.9 µM] | 7%&-4%
19 | CC(=O)Nc1nc(C)c(-c2csc(Nc3ccc(S(N)(=O)=O)cc3)n2)s1 | . | -19%[10 µM] | . | 2% | -11%[9.22 µM] | . | .
20 | O=C(COC(=O)c1cccc([N+](=O)[O-])c1)NCC1CCCO1 (configuration not stated) | -14%[9.22 µM] | -16% | 17% | 0% | -1% | -4% | -15%
21 | CCn1nc(C(=O)OCC(=O)NCCN2C(=O)CSC2=O)c2ccccc2c1=O | 8% | 5%[10 µM] | -3%[38.3 µM] | 0% | -1%[9.22 µM] | -1% | -8%
22 | CCCc1nnc(NC(=O)CN2C(=O)C3C4C=CC(C4)C3C2=O)s1 (configuration not stated) | -3% | -17% | -7%[38.3 µM] | -2% | 3% | 5% | 3%
23 | COc1cc(/C=C2\SC(=O)N(CCNC(=O)c3cnc(C)cn3)C2=O)cc(OC)c1OC | -8% | 4%[10 µM] | 3% | -6% | -4% | 0% | 4%
24 | Nc1ncnc(NCc2ccccc2)c1[N+](=O)[O-] | -10% | . | -4% | 1% | 11µM* | 0% | -9%
25 | CCOC(=O)C(C(=O)NCc1cccc(OC)c1)c1ncc(C(F)(F)F)cc1Cl (configuration not stated) | -1% | 1% | . | 1% | 0% | . | .
26 | CCN(CC)C(=O)Oc1ccc(NC(C)=O)cc1 | 4% | 0%[10 µM] | 21%[38.3 µM] | 3% | -6% | 1% | ?
27 | COC(=O)c1nnn(-c2ccc(F)c(Cl)c2)c1C(=O)OC | . | -19% | 3% | 4% | -12% | 1% | 2%
28 | Cn1c(SCc2ccccc2F)nnc1-c1cnccn1 | 3% | -13%[0.074 µM] | . | 2% | 11% | . | .
29 | COc1ccc(CCNC(=O)CSc2ccc(Br)cc2)cc1OC | -10%[46 µM] | -44%[inhibitor] | 4% | 25% | -29% | -1% | -13%
30 | COc1ccc2c(c1OC)C(=O)N(c1ccccn1)C2 | -4% | -133%[inhibitor][0.074 µM] | -6%[38.3 µM] | 0% | -3% | -23% | 11µM*
31 | Cc1ccc(CNC(=O)CSCc2ccccc2)cc1 | . | -9%[10 µM] | -5% | 11% | 7%[9.22 µM] | 1% | .
32 | Cc1nnc(SCC(=O)N2CCCCC2)n1CC1CCCO1 (configuration not stated) | -3% | 4%[10 µM] | 4% | -5% | -3% | 2% | -7%
33 | CC1(C)CC(=O)C(C2c3ccccc3Oc3ccccc32)C(=O)C1 | -17% | 8%[10 µM] | -1% | 11% | 1% | 1% | -15%
34 | CCn1c(C(C)NC(=O)c2ccc(OC)c(OC)c2)nc2ccccc21 (configuration not stated) | -7% | -23% | 10%[38.3 µM] | 3% | 10% | -2% | -19%
35 | Cn1c(NC(=O)/C=C/c2ccc(Cl)c(Cl)c2)cc(=O)n(C)c1=O | ? | . | -4% | 7% | 6% | 1% | 22%
36 | O=C(COc1ccc([N+](=O)[O-])cc1)Nc1ccc(C(=O)Nc2ccccc2C(=O)O)cc1 | . | 6%[10 µM] | -4% | -6% | 22%[9.22 µM] | 1% | .
37 | COC(=O)N/N=C/c1cn(CC(C)COc2ccccc2)c2ccccc12 (configuration not stated) | ? | . | 7% | -12% | ? | 2% | -45%[inhibitor]
38 | O=C(OCC(=O)N1CCc2ccccc21)c1ccccc1 | -10% | -2%[10 µM] | -13%[38.3 µM] | 5% | 3% | -5% | 2%
39 | CCOC(=O)c1cc(NC(=O)c2cc(C)on2)cc(C(=O)OCC)c1 | -8% | 2% | 18%[38.3 µM] | 10% | -12% | 1% | 5%
40 | CCOCCn1c(SCc2ccc(C)cc2)nc2c1c(=O)[nH]c(=O)n2C | 1% | -44%[inhibitor] | 5%[38.3 µM] | 1% | 30% | -3% | 3%
41 | O=C(Nc1ccc(N2CCCC2)c(Cl)c1)c1ccc(Br)o1 | -6% | -23%[10 µM] | 12%[38.3 µM] | ? | ? | -7% | 11µM*
42 | COc1ccc(NC(=O)C2CCCN2C(=O)NCc2ccccc2)cc1OC (configuration not stated) | -6% | -1%[1.9 µM] | 9% | 6% | -6% | 1% | -26%
43 | CN(/C=C/C(=C\C=[N+](C)c1ccccc1)OCCCS(=O)(=O)[O-])c1ccccc1 | . | -2%[10 µM] | -3% | 4% | -9%[9.22 µM] | 2% | .
44 | O=S(=O)(Nc1ccncc1Cl)c1cccc(Cl)c1Cl | . | 1%[10 µM] | . | 8% | -6%[9.22 µM] | . | .
45 | Cc1ccc(S(=O)(=O)Nc2nc(C)cc(N/N=C/c3ccc(O)cc3)n2)cc1 | ? | 0%[10 µM] | -3% | -5% | ? | 4% | 8%
46 | COc1ccc(OCC(=O)Nc2cccc3ncccc23)cc1 | -17% | 14%[10 µM] | 19%[38.3 µM] | 7% | -3% | -2% | 8%
47 | NC(=O)c1cccc(S(=O)(=O)N2CCCCC2)c1 | 2% | 16%[1.9 µM] | 20%[38.3 µM] | 4% | 1% | -2% | -19%

Fetched by compound from the list above, 3 records:
entry | structure | LMNA splice mod | HTT ATP protect | IMPase Li cell | CBFb RUNX1 block | HTT aggregate | Luc counter | SMN2 splice enh
33 | CC1(C)CC(=O)C(C2c3ccccc3Oc3ccccc32)C(=O)C1 | -17% | 8%[10 µM] | -1% | 11% | 1% | 1% | -15%
38 | O=C(OCC(=O)N1CCc2ccccc21)c1ccccc1 | -10% | -2%[10 µM] | -13%[38.3 µM] | 5% | 3% | -5% | 2%
29 | COc1ccc(CCNC(=O)CSc2ccc(Br)cc2)cc1OC | -10%[46 µM] | -44%[inhibitor] | 4% | 25% | -29% | -1% | -13%

Compound profiles, from the list above. Order of values: LMNA splice mod, HTT ATP protect, IMPase Li cell, CBFb RUNX1 block, HTT aggregate, Luc counter, SMN2 splice enh
Cc1cc(C)c2c(n1)sc1c(O)cc(=O)[nH]c12 in the list: 16%, -22%[10 µM], -6%[38.3 µM], -7%, -7%, 1%, 4%
COc1ccc(Cl)cc1NC(=O)CCN1CCN(c2ccccc2C)CC1 in the list: 1%, -15%, ., 2%, 1%, ., .
CN(/N=C/c1ccncc1)C1=NS(=O)(=O)c2ccccc21 in the list: 14%, -6%, -2%[38.3 µM], -2%, -8%, -2%, ?
O=C(Nc1nc(-c2ccc(F)cc2)cs1)C1CCCO1 (configuration not stated) in the list: ?, 31%[10 µM], -4%, 0%, -9%, -1%, 11%

Compound activity from PubChem BioAssay.
